Bioassay records: PubChem, several laboratories
Autophagy HCS = autophagy modulators in MEF cells, primary screen, imaging, high-content, MEF GFP-LC3 | MEF GFP-LC3 puncta imaging; test concentration mostly 10 µM | calls only at 10 µM (by protocol) | hit rate 0.98% among 190,000;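 active = percentage of spot-positive cells more than 3 SD above its plate mean, without a fluorescence outlier flag or 80% toxicity; inconclusive = no clear call, values can overlap the other calls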;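 also: spot-positive cell cutoff set from DMSO-treated cells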
T cell HTS = modulators of CD8 T cell-vesicle binding, primary screen, mouse 2C CD8+ T cells, flow cytometry; 2C CD8+ T cell-vesicle binding; active compounds read low; calls only at 7 µM; hit rate 0.068% among 330,000;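 active = response, share of CD8 T cells binding vesicles, and their 90th percentile fluorescence all below set limits, cut at about 80% in these data, passing the limit was not always enough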
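Assay system – 2C mouse CD8+ T cells · Also added – QL9-loaded Drosophila micro-vesicles · Timing – Cell–vesicle co-incubation 1.5 h at 37 °C, staining 20 min on ice · Signal – flow cytometry of vesicle-bound cells · Measure – percent CD8+ FL2 mean versus row control · Controls – Peptide-free naked vesicles (low) and QL9 vesicles with 0.7% DMSO vehicle (high)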
human PMI inhibitors = human PMI inhibitors, high substrate, primary screen, biochemical, fluorescence intensity, high mannose 6-phosphate (AID 1220); Mannose-6-phosphate isomerase (Homo sapiens); recombinant PMI enzyme, coupled fluorescence intensity; higher % means a stronger effect; one-dose inhibition, % at 20 µM; IC50 in µM for titrated hits; hit rate 0.66% among 190,000
b-catenin transl = modulators of beta-catenin nuclear translocation, primary screen, imaging, HeLa cells, immunofluorescence, high-content; AID 1665, 2009; hit rate 0.3% among 190,000; nuclear translocation activity, % at 5 µM;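 active = nuclear translocation activity above 50% at 5 µM, with a well cell count of 50 or more; inconclusive = wells under 50 cells across six images, flagged as toxic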;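 also: per-cell ratio of nuclear to cytoplasmic median beta-catenin stain intensity; plate controls were DMSO negative control for no effect and GSK-3 inhibitor IX positive control for full effect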
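Assay system: human HeLa cells, native beta-catenin; doses: 5 µM primary, 0.02–20 µM confirmation; incubation: compound treatment 24 h, 37°C, 5% CO2; technique: fluorescence imaging of beta-catenin antibody stain plus DAPI; measure: % activation, nuclear-to-cytoplasmic median beta-catenin signal ratio per cell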
human PMI inhibition = inhibitors of human PMI, primary screen, biochemical, fluorescence intensity, coupled assay (AID 1209); purified PMI enzyme, coupled fluorescence intensity; higher % means a stronger effect; hit rate 0.42% among 190,000; inhibition, % at 20 µM, or IC50 in µM where a hit was titrated;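 also: plate controls were DMSO vehicle for no effect and wells lacking substrate for full effect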
MT stabilizer = microtubule stabilizers in HeLa cells, primary screen, imaging, high-content imaging. hit rate 0.83% among 200,000. % tubulin-high responders, % at 10 µM. HeLa tubulin immunostaining HCS, 24 h; share of cells brighter than vehicle mean+2SD;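 active = plate Z-score above 3 for both tubulin-high and condensed-nucleus cell shares, with cell loss under 80%, at 10 µM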;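 also: anti alpha tubulin signal scored within the nucleus-defined area of each cell; some results filed as inactive read as strong as hits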
Ins promoter up = insulin promoter activators in MIN6 cells, imaging, high-content screening, mouse beta cells | hit rate 0.3% among 190,000 | AID 1625, 2009 | MIN6 insulin promoter-GFP reporter; active compounds read high | z-score at 5 µM;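 active = z-score above 3 at 5 µM with at least 500 cells counted in the well; inconclusive = wells under 500 cells, flagged as cytotoxic or low count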
TNAP activators = human TNAP enzyme activators, primary screen, biochemical, luminescent, no phosphate acceptor, uHTS (AID 1001); hit rate 0.03% among 200,000; Alkaline phosphatase, tissue-nonspecific isozyme (Homo sapiens); purified TNAP, luminescent activation assay, no phosphate acceptor; higher activation fold means a stronger effect; activation fold at 20 µM; hits with a dose series show EC50 in µM; in the data active = activation fold from about 3, or a potency from the dose series; inactive = the rest, 99 in 100 with activation fold below about 1.6; also: many of its hits are not listed in these tables
Lipid droplet = inhibitors of hepatocyte lipid droplet formation, primary screen, imaging, high-throughput imaging, BODIPY stain; AID 1656, 2009; AML12 mouse hepatocytes, oleate lipid droplets; hit rate 0.4% among 240,000; inhibition, % at 6.5 µM;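 active = lipid droplet intensity inhibited by at least 50%, with more than 500 cells counted; inconclusive = wells with under 300 cells, treated as cytotoxic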
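Material – AML12 mouse liver cells · Also added – oleate loading, 100 µM · Compound dosing – 6.5 µM single-point dosing · Times – overnight treatment with compound plus oleate · Measured by – fluorescence imaging, 20x objective, two fields per well · Read-out – percent inhibition of filter-corrected integrated lipid droplet intensity per well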
Ins promoter up cell count = second read-out of Ins promoter up, no call of its own (marks repeat the call); cell count; measured here: cytotoxicity, nuclei count;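 total cells summed across four imaged fields per well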
Lipid droplet cells 6.5 µM = second read-out of Lipid droplet, no call of its own (marks repeat the call); cell count; measured here: cell count, cytotoxicity flag;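 cells counted across two imaged fields per well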
b-catenin transl cell count 5 µM = also measured in b-catenin transl; calls as there; cell count; measured here: cell count, cytotoxicity flag
T cell HTS vesicle-bound % = also measured in T cell HTS; calls as there; double positive events, %; measured here: CD8+ vesicle-bound cell fraction;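 binding gate set so that unloaded-vesicle control wells show 10% double positive cells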
MT stabilizer Hoechst-high % = recorded beside MT stabilizer, whose call it bears; % Hoechst-high responders; measured here: nuclear condensation Hoechst responders;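 share of cells brighter than vehicle mean plus two SD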
MT stabilizer cytotoxicity % = also measured in MT stabilizer; calls as there; toxicity, %; measured here: cytotoxicity by cell density;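 0% = mean cell density of plate MIN control wells and 100% = no cells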
Autophagy HCS cell loss 18 h = recorded beside Autophagy HCS, whose call it bears; toxicity, %; measured here: cell loss, nuclei count;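 cell loss after 18 h compound exposure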
The depositor's hits bear a star; i = inactive; ? = inconclusive; . = not tested or not shown; + = active, no number. Rule as the data show it, unless noted: active = inhibition above about 50%; inactive = the rest. Rows were taken by chance; overall some 2.9% were active at least once.

SMILES,Autophagy HCS,Autophagy HCS cell loss 18 h,T cell HTS,T cell HTS vesicle-bound %,human PMI inhibitors,b-catenin transl,b-catenin transl cell count 5 µM,human PMI inhibition,MT stabilizer,MT stabilizer Hoechst-high %,MT stabilizer cytotoxicity %,Ins promoter up,Ins promoter up cell count,TNAP activators,Lipid droplet,Lipid droplet cells 6.5 µM
CC1(C(=O)NNC(=S)NCc2ccco2)CC1(Cl)Cl (stereo not given),i,13.6,i,27.2,.,0.3,1535,.,2.1,1.8,3.3,-0.21,1016,1.5,-3.7,719
CCOC(=O)N1CCC(NC(=O)c2cc3ccccn3n2)CC1,i,26.2,i,7.7,-9.6%,.,.,-14.4%,4.8,2.2,5.4,-0.68,566,1,.,.
COc1ccc(-c2cn3ccccc3n2)cc1[N+](=O)[O-],i,1.9,i,54.3,8.1%,-0.1,537,8.0%,2.3,2.5,5.2,-0.21,1311,1,16.5,646
COC(=O)C(NC(=O)c1ccc(OC)cc1)(Nc1ncc(S(=O)(=O)c2ccc([N+](=O)[O-])cc2)s1)C(F)(F)F (stereo not given),i,-4.3,i,14.1,11.3%,2.6,1132,20.2%,4.4,0.8,4.6,-0.14,1188,1,-20.0,769
CC(OC(=O)c1cccnc1SCc1cc(=O)n2ccccc2n1)c1ccccn1 (stereo not given),i,-7.4,i,20.6,-4.7%,.,.,-3.0%,3.1,1.0,5.9,1.01,1017,1.1,.,.
Cc1c(C(=O)NN)nn(-c2ccc(Cl)cc2)c(=O)c1C#N,i,4.4,i,62.9,16.5%,-2.9,1092,-38.0%,2.6,2.0,3.6,1.29,1183,1.1,-1.6,732
COC(=O)CCCC1=CC2=CC(=O)C(C)(OC(=O)c3cccs3)C(=O)C2=CN1CCN1CCOCC1 (stereo not given),.,.,i,40.3,.,-0.2,1168,.,.,.,.,-0.46,1023,.,-3.0,722
COC(=O)[C@@]1(Cc2ccc(OC)cc2)[C@@H]2[C@@H](CC(=O)[C@H]2CC(=O)C(=O)N(C)C)CN1C(=O)c1ccccc1,i,-1.1,.,.,17.9%,0.0,548,-4.1%,4.5,2.9,3.6,2.5,1136,1,-1.7,710
O=C(NCC1CCCO1)c1c(O)c2cccc3c2n(c1=O)CC3 (stereo not given),i,9.5,i,37.5,12.6%,-3.4,1240,15.4%,4.5,1.1,2.3,-0.65,791,1.1,1.0,709
Cc1ccc(C=Nc2cc([N+](=O)[O-])ccc2C)s1,i,-0.7,i,29.1,-9.4%,-0.2,976,-11.5%,1.2,2.6,12.1,-0.01,1177,1.1,-16.3,697
CCN(c1ccccc1)S(=O)(=O)c1ccc(NC(=O)c2ccco2)cc1,i,-9.2,i,50.9,12.4%,-0.8,1006,18.0%,.,.,.,-0.25,1382,1.1,-24.1,697
COc1cccc(CC2(CO)CCCN(Cc3cn(C)c4ccccc34)C2)c1 (stereo not given),i,-1.3,i,57.2,12.8%,0.3,910,16.7%,2.3,2.6,6.4,-0.8,1511,1,-0.2,728
CCOC(=O)C1C(=O)C=C(c2ccc(C)cc2)CC1c1ccc([N+](=O)[O-])cc1 (stereo not given),i,7.7,.,.,2.4%,-2.2,1142,12.6%,5.2,1.6,11.8,-0.42,1361,1,-4.2,662
CC(C)Cc1nnc(NC(=O)c2ccncc2)s1,i,-1.3,i,64.6,-0.6%,-6.8,995,-13.0%,1.6,1.2,3.7,-0.58,1555,1.1,.,.
O=C(CSc1nc2ccc(Cl)cc2[nH]1)NC1CCCc2ccccc21 (stereo not given),i,4.7,i,56.8,13.9%,-2.7,1057,8.9%,0.7,3.7,13.7,-0.85,1599,1.3,-1.7,601
CC(C)OCCCNC(=O)c1ccc(C2SCC(=O)N2Cc2ccco2)cc1 (stereo not given),i,5.0,i,56.5,11.7%,1.1,903,10.2%,1.9,1.9,7.6,0.62,1603,1.1,-0.5,689
Cc1nc(NC(=O)COC(=O)c2ccc(S(=O)(=O)N3CCc4ccccc4C3)cc2)c(Cl)cc1Cl,i,-7.2,i,60.2,2.5%,-0.7,1492,-24.4%,2.7,3.6,6.0,0.35,1260,1.1,2.9,612
CCc1c(C)sc2nc(C(C)C)nc(SCC(=O)N3CCc4ccccc4C3)c12,i,25.4,i,57.2,24.4%,-0.2,1122,23.9%,1.3,0.8,6.7,?,.,1,-66.7,609
COc1ccccc1N1CCN(C(c2cccs2)C(C)NC(=O)c2ccco2)CC1 (stereo not given),.,.,i,60.2,.,-0.5,1292,.,.,.,.,-0.1,1082,.,-8.7,686
O=C1N=C(N2CCCC2C(=O)O)S/C1=C\c1ccco1 (stereo not given),i,-1.7,i,41.9,29.5%,-2.1,1122,-6.9%,2.0,0.9,5.2,0.46,1308,1.1,-1.0,711
CC(C)Sc1ncnc2c1oc1ccccc12,i,-2.4,i,45.2,-0.2%,-0.1,815,4.0%,4.0,3.1,12.2,-0.15,1652,1.1,.,.
CC(C)CCNc1nc(N)c([N+](=O)[O-])c(NCC2CCCO2)n1 (stereo not given),i,-19.1,i,40.4,6.5%,0.0,995,15.9%,2.0,4.4,9.7,-0.89,1099,1.1,21.6,719
COc1ccc(-c2cc(C(F)(F)F)n3nc(C(=O)NCc4ccco4)cc3n2)cc1,+,28.3*,i,62.8,8.6%,0.0,1190,2.8%,10.2,2.6,6.4,0.03,1284,1.1,.,.
Cc1cccc(C(CC(=O)O)NC(=O)C(F)(F)F)c1 (stereo not given),i,-3.0,i,66.1,-11.7%,-1.4,1116,-25.4%,5.8,1.4,7.7,-0.24,1312,1,2.2,696
C=CCNC(=O)CCCOc1cccc(C)c1,i,16.1,i,36.6,-1.4%,-3.4,943,2.5%,3.7,1.6,7.3,0.32,1642,1.1,.,.
C=CCOc1ccccc1CNCc1ccc(F)cc1,i,14.5,i,33.5,-12.3%,-5.7,1050,-2.2%,3.5,1.8,6.4,-0.86,1488,1.1,17.2,665
Cc1ccccc1S(=O)(=O)Cc1ccc(C(=O)NC(C)c2ccc3c(c2)OCCO3)o1 (stereo not given),i,9.8,i,48.3,10.7%,.,.,11.8%,2.7,2.8,9.1,0.58,899,1.2,.,.
Cn1c(=S)[nH]c2cccnc21,i,5.3,i,48.0,-1.7%,-4.1,1103,3.3%,11.7,2.3,12.0,0.2,1278,1.1,7.9,702
CCCCCCNC(=O)c1c(O)c2ccccc2[nH]c1=O,i,-7.0,i,11.8,-16.4%,-2.2,945,-12.3%,4.9,4.4,6.8,-0.02,1196,1.1,.,.
CCOC(=O)c1sc(C)c(C(=O)NC2CCCCC2)c1N,i,2.6,i,7.6,1.4%,118.5*,726*,3.0%,3.1,2.4,11.6,1.7,761,1.1,.,.
O=C(NCCn1ccc2ccccc21)C1CCCCC1,i,3.5,i,19.6,1.5%,-3.8,1243,-1.4%,1.7,3.5,13.2,-0.37,1213,1.1,-15.6,742
CC12CS(=O)(=O)CC1SC(=S)N2c1ccccn1 (stereo not given),i,14.5,i,38.0,0.2%,-0.4,1247,-2.9%,3.3,2.1,19.4,0.26,1576,1,.,.
C=CCC(c1ccccc1)N(C(C)=O)c1ccco1 (stereo not given),i,24.4,i,57.1,11.1%,-1.4,1044,4.1%,1.8,1.2,6.9,3.62*,1335*,1.1,1.4,804
Cc1ccccc1-n1c(SCc2c(C)noc2C)nnc1-c1ccncc1,i,7.3,i,37.5,5.2%,.,.,18.2%,2.5,0.3,47.9,0,1207,1.1,-28.1,694
Cc1cc(/C=N/n2cnnc2)c(C)n1-c1cc(Cl)ccc1Cl,i,-0.7,i,37.9,2.4%,5.0,1063,1.4%,2.8,1.3,1.7,-1.77,1076,1.1,.,.
O=C(O)CC1C(=O)NCCN1Cc1ccc(F)c(F)c1 (stereo not given),i,4.2,i,5.6,-34.2%,3.4,830,-21.0%,5.5,2.7,5.6,1.35,1120,1.1,-63.8,751
CN1CCc2c(sc3c2C(=O)NC(c2ccc4c(c2)OCO4)N3)C1 (stereo not given),.,.,i,47.8,1.9%,3.5,1167,10.8%,.,.,.,0.22,960,1,0.5,719
COc1ccc(CNC(=O)CCNS(=O)(=O)c2ccc(Cl)cc2)cc1,i,23.0,i,34.7,8.4%,.,.,8.3%,3.3,1.3,4.4,1.91,1140,1,-2.6,709
COc1cc(/C=N/NC(=O)Nc2ccccc2)ccc1OCCOc1ccccc1C,i,15.4,.,.,5.0%,-0.4,1025,2.1%,3.4,1.4,5.6,0.21,1727,1.1,94.6*,674*
